Source: PubChem (Sanford-Burnham Center for Chemical Genomics)
H9c2 TAG inh: reduces triacylglycerol accumulation in H9c2 cells; Nile Red lipid (TAG) fluorescence; cells loaded with 200 µM oleic acid; inhibition, % at 12.5 µM; 230,000 tested, 0.66% active; AID 651582;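 active means pattern-corrected inhibition of lipid staining of at least 50% with the nuclear-stain viability signal not falling by more than 50%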;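 further: 0% = DMSO wells and 100% = triacsin C control wells; some results filed as inactive read as strong as hits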
H9c2 TAG inh DAPI viability: second read-out of H9c2 TAG inh, no call of its own (marks repeat the call); DAPI nuclei signal change (viability), lower = more cytotoxic, %;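 whole-well DAPI fluorescence read on a plate reader as a viability signal; minus 50 percent equals half of cells still viable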
Numbers without * were called inactive; i = inactive. This is a subset, so the mix of outcomes need not match the whole.

Every second line gives: H9c2 TAG inh	H9c2 TAG inh DAPI viability
CCc1ccc(C(=O)COC(=O)c2nn(C)c(=O)c3ccccc23)cc1
    -12	10
CCOC(=O)C1=C(C)N(c2nonc2NC(C)=O)C(N)=C(C#N)C1c1ccccc1F (stereo not given)
    -5	4
C/C(=N/NC(=O)c1cc(-c2ccccc2)nc2c(Cl)cccc12)c1cccnc1
    -18	-20
COCCN(C(=O)COC(=O)CSc1ccccc1)c1c(N)n(Cc2ccccc2)c(=O)[nH]c1=O
    7	2
O=C(Nc1cccc(-c2cccc(Cl)c2)c1)C1CCN(Cc2ccc(CO)o2)CC1
    -8	10
Cn1nc(-c2ccc(Cl)cc2)cc1NC(=O)Nc1ccccc1
    -2	4
N#Cc1nc(Cl)c(Cl)c(NN)c1Cl
    17	-9
Cc1ccc(-n2c(CNc3ccc(F)cc3)nnc2SCC(=O)N2CCCC2)cc1
    0	5
COc1cc2c(cc1OC)[C@@H](NC(=O)COc1ccccc1)[C@H](OCc1ccccc1)C2
    -21	-8
Cc1cc(C)nc(NC(=NCCc2c[nH]c3ccccc23)NC(=O)Nc2ccc(Cl)cc2)n1
    30	5
COc1ccc(NS(=O)(=O)c2cc([N+](=O)[O-])ccc2NN=Cc2ccccc2OCC(=O)O)cc1
    3	0
C[C@@H]1[C@@H](Sc2ccccc2)CC(=O)O[C@@H]1c1ccc(-c2ccccc2)cc1
    18	-9
COc1cccc(-c2n[nH]c3c2CCC3)c1
    -6	5
Cc1nn(C)cc1CN(C)C(=O)C1CCC(=O)N(CCc2cccc(F)c2)C1 (stereo not given)
    7	1
Cc1cc(N2CCCC2)nc2ccc(NC(=S)NCCCN3CCC(C)CC3)cc12
    23	133
CN(CC(=O)Nc1cccc(F)c1)C(=O)COc1cccc2c1OC(C)(C)C2
    7	-3
CCN(CC(=O)NCc1cccs1)C(=O)c1cc(S(=O)(=O)N2CCOCC2)ccc1C
    -2	-3
COc1ccc(C(=O)CCN2CCN(c3ccccc3F)CC2)cc1
    4	-5
CCCOc1ccc(N2CC(C(=O)Nc3ccccn3)CC2=O)cc1 (stereo not given)
    -26	11
COc1cc(S(=O)(=O)Nc2ccc(C)cc2)ccc1NC(=O)c1ccncc1
    -21	9
COC(=O)COc1ccc(=O)n(-c2ccccc2)n1
    4	-6
N#C/C(=C\Nc1ccc2cn[nH]c2c1)c1nc(-c2ccccc2)cs1
    26	-7
COc1ccc(-c2noc3c2-c2nc(-c4c(F)cccc4F)sc2CC3)cc1
    8	5
COc1ccc(NC(=O)CCC(=O)c2cc(C)sc2C)cc1
    19	1
COc1cc(CNc2ccc(S(N)(=O)=O)cc2)ccc1OCc1ccccc1F
    -23	-6
C/C(=N\NC(=O)c1ccc(CSc2nncn2C)cc1)c1ccc2ccccc2c1
    6	-2
CN(CCO)S(=O)(=O)c1ccc2c(c1)C(=O)c1cc(S(=O)(=O)N(C)CCO)ccc1-2
    5	-3
N#Cc1cc2c(nc1SCc1cccnc1)CCC2
    0	2
CCn1cc(C(=O)NCc2ccccc2)c(=O)c2cc(F)c(N3CCN(C(=O)c4ccco4)CC3)cc21
    22	10
COc1ccc2cc([C@@H](C)C(=O)O)ccc2c1
    -8	0
CC(=O)c1c(C)[nH]c(C(=O)NNC(=O)COc2ccc(Cl)cc2C)c1C
    7	-4
Cc1nc2c(C)cccn2c(=O)c1NC(=O)COc1ccccc1
    -10	-4
C/C(=N\NS(=O)(=O)c1ccc(C)cc1)c1ccc(C)s1
    -11	11
CSc1ccc(Cl)c(C(=O)NNC(=O)c2csc(N3CCOCC3)n2)c1
    5	-7
CN(C)c1ccc(C(=O)N2CCC2(C)C(=O)O)cc1 (stereo not given)
    -8	18
O=C(O)c1ccccc1-c1ccccc1C(=O)NCc1ccccc1Cl
    7	-9
NC(=O)c1cnn(Cc2ccc(Cl)cc2)c1N
    -1	-2
O=C(NC1CCCCC1)C(c1cccs1)N(C(=O)c1ccccn1)c1ccccc1 (stereo not given)
    13	-10
Cc1cnc(NC(=O)CSc2nnc(-c3ccc(Cl)cc3Cl)n2N)s1
    -4	-9
NC(=O)C1CC=CCC1C(=O)OCC(Cl)=C(Cl)Cl (stereo not given)
    7	3
CC(=O)NCCSCCNC(C)=O
    -1	-3
COCCCNC(=O)c1cccc2c(-c3cccc(C(N)=O)c3)coc12
    13	7
COc1ccc(N2CCN(C(=O)c3cc4c(s3)CCCCC4)CC2)cc1
    -10	2
Cc1nc2c(C)cccn2c(=O)c1NC(=O)c1cccs1
    -3	10
O=c1oc2ccccc2cc1-c1nc(-c2ccccc2)no1
    -3	-3
COC(=O)[C@@]12CCCN1[C@H](c1ccc(-c3ccc4c(c3)OCO4)c(OC)c1)[C@H]1C(=O)N(C)C(=O)[C@H]12
    -5	-3
CC1(C)CC(=O)C(C=NCCN2CCN(C(=O)c3ccc(Br)cc3)CC2)=C(O)C1
    -7	14
COc1ccccc1NC(=O)NCCN1CCN(C(=O)Nc2ccccc2OC)CC1
    9	3
OC[C@@H]1[C@@H](c2ccc(Cl)cc2)C(c2cccc(Cl)c2)=NN1c1ccccc1
    -10	i
CC(C)[C@H](NC(=O)c1ccc(F)cc1)C(=O)NC1=NCCS1
    1	-9
COc1cccc(CN2CC(C(=O)NC3CCC3)CCC2=O)c1 (stereo not given)
    6	5
Cc1c(NC(=O)c2ccc(S(=O)(=O)N3CCOCC3)cc2)c(=O)n(-c2ccccc2)n1C
    11	-2
C[C@H](CO)N1C[C@H](C)[C@@H](CN(C)S(=O)(=O)c2ccccc2)OCCCC[C@H](C)Oc2ccc(NC(=O)CCC(F)(F)F)cc2C1=O
    25	-28
C/C(=N\NC(=O)c1cc(Br)ccc1O)c1cccc(NC(=O)c2ccccc2F)c1
    -1	3
CCCCn1nc(C(=O)Nc2nc3c(s2)CCCC3)c2ccccc2c1=O
    -12	2
O=[N+]([O-])c1ccccc1/C=N/N1CCN(c2ccc(Cl)cc2)CC1
    28	-1
COc1ccc(N2CC(C(=O)Nc3ccc4c(c3)OCO4)CC2=O)cc1 (stereo not given)
    -3	3
COc1cccc(C(=O)Nc2nc3ccccc3s2)c1
    -7	-3
C[C@@H]1CN([C@H](C)CO)C(=O)c2cc(/C=C/c3ccccc3)cnc2O[C@H]1CN(C)C(=O)NC1CCCCC1
    14	-3
Cc1ccc(CN2CCSc3ccc(C(=O)NC4CCN(Cc5ccccc5)CC4)cc32)cc1
    24	183

Full records from above. Order of values: H9c2 TAG inh | H9c2 TAG inh DAPI viability
`C[C@@H]1CN([C@H](C)CO)C(=O)c2cc(/C=C/c3ccccc3)cnc2O[C@H]1CN(C)C(=O)NC1CCCCC1` is listed as 14 | -3
`COC(=O)[C@@]12CCCN1[C@H](c1ccc(-c3ccc4c(c3)OCO4)c(OC)c1)[C@H]1C(=O)N(C)C(=O)[C@H]12` is listed as -5 | -3
`Cc1ccc(CN2CCSc3ccc(C(=O)NC4CCN(Cc5ccccc5)CC4)cc32)cc1` is listed as 24 | 183
`O=C(NC1CCCCC1)C(c1cccs1)N(C(=O)c1ccccn1)c1ccccc1` (stereo not given) is listed as 13 | -10
`OC[C@@H]1[C@@H](c2ccc(Cl)cc2)C(c2cccc(Cl)c2)=NN1c1ccccc1` is listed as -10 | i

Looked up above.
For H9c2 TAG inh DAPI viability, `O=[N+]([O-])c1ccccc1/C=N/N1CCN(c2ccc(Cl)cc2)CC1` shows -1
For H9c2 TAG inh, `CC(=O)c1c(C)[nH]c(C(=O)NNC(=O)COc2ccc(Cl)cc2C)c1C` shows 7

(continued)
Structure,H9c2 TAG inh,H9c2 TAG inh DAPI viability
COC(=O)c1c(NC(=O)C2C3CCC(C3)C2C(=O)O)sc2c1CCCCC2 (stereo not given),7,2
COc1cc(C2C(C(=O)c3ccc(C)o3)=C(O)C(=O)N2CCN2CCOCC2)ccc1OCCC(C)C (stereo not given),23,0
O=C(NCC1CCCCC1)c1ccc(Br)o1,12,-1
COc1cc(-c2cc(-c3ccccc3)nc(SCC(=O)Nc3nccs3)c2C#N)cc(OC)c1OC,26,6
NC(=S)n1[nH]c(-c2ccc([N+](=O)[O-])cc2)c(N=Nc2cccc([N+](=O)[O-])c2)c1=O,5,-16
Cc1cc(C)nc(Sc2c(F)c(F)c(C(F)(F)F)c(F)c2F)n1,-13,-9
C=C(C)Cn1c(N2CCC(Cc3ccccc3)CC2)nc2c1c(=O)[nH]c(=O)n2C,10,-8
CCOc1ccc(-n2c(-c3ccc(Cl)cc3)c[n+]3c2SCC3)cc1,-40,14
COc1ccc(Cl)cc1C(=O)NNC(=O)CCNS(=O)(=O)c1ccccc1,-1,6
C/C(=C\C(=O)C(F)(F)F)Nc1cc(C)cc(C)c1,-2,12
COc1ccc(NC(=O)COC(=O)c2ccc(-n3cnnn3)cc2)cc1Cl,-25,0
C=CCNC(=S)N1CCOCC1,-3,-2
COc1ccc(-c2nc(CN3CCN(c4ncnc5ccccc45)CC3)c(C)o2)c(OC)c1,-23,10
CC(C)(C)Nc1nc(Cl)nc(NCCN2CCOCC2)n1,-3,5
C=CCN=C1SCC(=O)N1S(=O)(=O)c1ccccc1,-8,26
COc1ccccc1OCCNC(=O)c1ccc(NC(=O)CC2SC(N3CCCC3)=NC2=O)cc1 (stereo not given),4,-6
CC(=O)Nc1ccc(SCCN2CC[C@@H](C(C)(C)C)CCC2=O)cc1,-5,3
CC1CN(CC(O)COC2CCC(C(C)(C)C)CC2)CC(C)O1 (stereo not given),-28,1
Cc1ccc(CNC(=O)CCS(=O)(=O)c2cc3c(cc2Cl)NC(=O)CO3)o1,-11,5
COc1ccc(NC(=O)Nc2cccc3c2O[C@H](CN(C)S(=O)(=O)c2cccs2)[C@@H](C)CN([C@H](C)CO)C3=O)cc1,-10,-2
CCOC(=O)c1cc(CC)sc1N1C(=O)CC(Sc2ccccc2C(=O)O)C1=O (stereo not given),1,-3
COC(=O)Cc1c(C)c2c(OCc3nn[nH]n3)cc(C)cc2oc1=O,-15,13
O=C1NC(c2ccccc2Cl)Nc2ccccc21 (stereo not given),-12,8
O=S(=O)(c1ccc2c(c1)OCCCO2)N1CCNCC1,5,-4
CC(C)OCCCNC(=O)C(=O)N/N=C/c1ccc(OCc2ccccc2)cc1,6,-8
Cc1ccsc1/C=C1/NC(=O)N(Cc2ccc(F)cc2)C1=O,6,5
CCOc1ccccc1C1C(C(N)=O)=C(C)Nc2nc(-c3cccc(C)c3)nn21 (stereo not given),-40,5
FC(F)(F)c1nnc2ccc(NCc3ccccc3)nn12,-4,-2
COc1ccc(CN2C(=O)C(CC(=O)NCC3CCCCC3)CC(C(=O)N(C)C)=C2C)cc1 (stereo not given),20,-20
O=C1CSC(c2ccc([N+](=O)[O-])cc2)N1C1CCCCC1 (stereo not given),6,0
N#CC(c1nc2ccccc2nc1N1CCCC1)S(=O)(=O)c1cccs1 (stereo not given),17,-8
Cc1nn(C)c(C(=O)Nc2c(C)nn(Cc3c(F)c(F)c(F)c(F)c3F)c2C)c1Br,10,-1
O=C(O)/C=C/C(=O)N(CC1CCCO1)C1CC(=O)N(c2c(Cl)cccc2Cl)C1=O (stereo not given),-18,6
Cc1cc(-c2nnc(SCC(=O)c3ccc(Cl)cc3)o2)no1,11,0
O=C1c2cccc3c(N4CCCCC4)ccc(c23)C(=O)N1c1ccc(O)cc1,7,-5
O=C(Nc1nc(-c2ccc(Cl)s2)cs1)c1ccco1,-20,10
COC(=O)c1c(NC(=O)c2ccc(S(=O)(=O)N3CC(C)OC(C)C3)cc2)sc2c1CCN(C)C2 (stereo not given),5,9
CCOC(=O)C1(Cc2cccc(F)c2)CCN(C(=O)C2CCC2)CC1,-4,8
Cc1cc(Nc2ccccc2)nc(N2CCN(C(=O)c3ccc4c(c3)OCO4)CC2)n1,30,12
O=C(CCC(=O)NNc1nc2ccccc2c2nc(-c3ccccc3)nn12)NCCCN1CCCC1=O,7,-5
CN(C)/C=N/S(=O)(=O)c1cccn1-c1ncc(C(F)(F)F)cc1Cl,5,-3
Cc1c(NS(=O)(=O)c2cccc(C(=O)NCc3cccc(Cl)c3)c2)c(=O)n(-c2ccccc2)n1C,-3,3
Cc1cc2nc(CS(=O)(=O)c3ccccc3)cc(=O)n2[nH]1,1,-9
N#Cc1ccc(N[C@@H]2CCN3C(=O)c4ccccc4[C@@H]3C[C@H]2O)cc1,11,-6
C[C@@H]1CN([C@@H](C)CO)C(=O)CCCn2nncc2CO[C@@H]1CN(C)S(=O)(=O)c1ccc(-n2cccn2)cc1,16,-9
COc1ccc(CCNC(=O)COC(=O)c2ccc(N3CCCC3=O)cc2)cc1,-7,-2
O=c1[nH]c2c(c(=O)n1-c1ccccc1)CCO2,-12,2
Cc1ccc2nc(/C(C#N)=C/c3cn[nH]c3-c3ccc(F)cc3)[nH]c2c1,40,5
COc1ccc(-c2cccc3c2NC(=O)C3=O)cc1OC,5,-3
O=C(NC(c1ccccc1)c1ccc2ccccc2n1)C1CCN(Cc2cccc(C(F)(F)F)c2)CC1 (stereo not given),4,12
CC1=NCCN1S(=O)(=O)c1ccc(Br)c(C)c1,12,-3
CCC(=O)Nc1nc2c(OC)ccc(OC)c2s1,0,-3
CS(=O)(=O)N1CCN(c2ccc([N+](=O)[O-])cc2F)CC1,1,-2
O=S(=O)(c1ccc(S(=O)(=O)N(Cc2ccco2)Cc2ccccc2Cl)cc1)N1CCCC1,0,-3
COc1ccc(NC(=O)/C(=C\c2ccc(OS(=O)(=O)c3ccc(C)cc3)cc2)NC(=O)c2ccccc2)cc1,4,5
CCN(CC(=O)Nc1ccc(NC(C)=O)cc1)C(=O)c1ccc(N2CCC(C)CC2)c([N+](=O)[O-])c1,-4,6
COC(=O)[C@H]1C[C@@H]1[C@H](NC(=O)c1cc(C)on1)c1ccccc1,16,-5
O=C(NCc1cccc(C(F)(F)F)c1)c1ccc2nc([C@@H]3O[C@H](CO)[C@@H](O)[C@H]3O)[nH]c2c1,-10,3
